Assay outcomes from PubChem.
CHO-K1 Ca antag – M1 antagonist counterscreen hit in parental CHO-K1 cells; ATP-induced calcium, Fluo-8 fluorescence; inhibition, % at 3 µM; actives 0.6% (n = 360,000); AID 602250;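 active = inhibition above a per-plate cutoff, the plate's mean sample inhibition plus 3 SD, cut at about 24% in these data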;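 note: 0% = DMSO plus EC80 ATP and 100% = DMSO alone without ATP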
CHRM1 antagonist – antagonists of human M1 muscarinic receptor | CHO-K1 hM1, Fluo-8 calcium fluorescence, ACh EC80 antagonist | inhibition, % at 3 µM | actives 1.3% (n = 360,000) | AID 588852;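 active = percent inhibition above its own plate's cutoff, namely the mean of that plate's compound wells plus 3 SD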;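 note: peak over basal fluorescence ratio during 140 s after agonist addition; 0% = ACh EC80 plus DMSO and 100% = DMSO alone without agonist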
Target sequence (P11229 whole entry, looked up): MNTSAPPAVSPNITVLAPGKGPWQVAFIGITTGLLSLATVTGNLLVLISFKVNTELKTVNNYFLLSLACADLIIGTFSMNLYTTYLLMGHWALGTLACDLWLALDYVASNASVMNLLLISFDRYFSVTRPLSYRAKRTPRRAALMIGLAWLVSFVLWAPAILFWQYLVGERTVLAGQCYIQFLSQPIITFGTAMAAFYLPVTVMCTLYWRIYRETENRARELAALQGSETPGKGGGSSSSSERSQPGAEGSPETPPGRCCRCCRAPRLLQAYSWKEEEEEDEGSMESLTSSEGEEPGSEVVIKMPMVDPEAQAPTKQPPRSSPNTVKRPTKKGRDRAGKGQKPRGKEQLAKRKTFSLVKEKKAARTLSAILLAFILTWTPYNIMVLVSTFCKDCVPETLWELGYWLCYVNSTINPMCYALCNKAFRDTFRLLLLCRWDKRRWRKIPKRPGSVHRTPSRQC
TAAR1 antag – antagonists of human TAAR1. Q96RJ0. CHO RD-HGA16 TAAR1, Fluo-8 calcium fluorescence, antagonist. inhibition, % at 3 µM. actives 1.5% (n = 360,000);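 active = inhibition above a per-plate cutoff, the mean inhibition of test compounds on that plate plus 3 SD, cut at about 49% in these data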;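 note: 0% = DMSO plus EC80 beta-PEA response and 100% = DMSO alone without agonist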
Target sequence (Q96RJ0 whole entry, looked up): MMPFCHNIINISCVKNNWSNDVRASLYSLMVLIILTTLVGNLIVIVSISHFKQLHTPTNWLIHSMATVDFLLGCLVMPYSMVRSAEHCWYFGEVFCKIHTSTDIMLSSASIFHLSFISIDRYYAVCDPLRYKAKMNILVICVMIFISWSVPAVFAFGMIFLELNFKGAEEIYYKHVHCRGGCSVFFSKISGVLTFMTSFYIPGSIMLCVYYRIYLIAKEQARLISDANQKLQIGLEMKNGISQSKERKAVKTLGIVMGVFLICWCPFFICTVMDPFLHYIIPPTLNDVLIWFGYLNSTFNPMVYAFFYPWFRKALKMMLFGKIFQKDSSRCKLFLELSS
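Test system: RD-HGA16 CHO cells with stable hTAAR1 and Gα16 / Probe or stimulus: EC80 β-phenethylamine stimulus / Times: seeding 17-24 h prior, 75-min 37 °C, 30-min RT dye loading / Detection: Fluo-8 calcium-sensitive fluorescence / Read-out basis: % inhibition scaled between DMSO and EC80 PEA controls / Repeats: singlicate, one well per test compound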
TAAR1 agonist – agonists of human TAAR1; CHO RD-HGA16 TAAR1, Fluo-8 calcium fluorescence; vehicle wells 0%, saturating PEA agonist 100%; activation, % at 3 µM; actives 0.99% (n = 360,000);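 active = activation above the mean activation of all test compounds in the run plus 3 SD, cut at about 38% in these data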
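Test system: RD-HGA16 (CHO) cells co-expressing Gα16 and hTAAR1 | Doses: Single dose, 3 µM | Schedule: 17-24 h seeding, 75 min 37 °C dye, 30 min RT | Evaluation: % activation from peak over basal fluorescence ratio, DMSO-to-PEA scaled | Technique: Kinetic Fluo-8 calcium fluorescence | Benchmarks: Low control DMSO, high control PEA (EC100)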
CHO-K1 Ca PAM – M1 PAM counterscreen hit in parental CHO-K1 cells. ATP EC20, Fluo-8 calcium fluorescence; 0% at ATP EC20, 100% at ATP max. activation, % at 3 µM. actives 0.02% (n = 360,000). AID 602247;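 active = activation above the run cutoff, the mean activation of all test compounds plus 3 SD, cut at about 40% in these data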;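 note: peak over basal fluorescence ratio in a 140 s read after ATP addition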
CHO-K1 Ca ag – counter-screen for M1 agonists: effect in parental CHO-K1 cells | Fluo-8 calcium fluorescence; scaled to maximal ATP response, vehicle zero | AID 602248 | actives 0.48% (n = 360,000) | activation, % at 3 µM; in the data active = activation above about 15%;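 note: untransfected CHO-K1 host cells lacking M1 receptor as counterscreen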
CHRM1 agonist – agonists of human M1 muscarinic receptor; P11229; CHO-K1 hM1, Fluo-8 calcium fluorescence, agonist mode; 0% DMSO, 100% acetylcholine EC100; activation, % at 3 µM; actives 0.33% (n = 360,000);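 active = activation above the run's mean compound activation plus 3 SD, cut at about 16% in these data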;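 note: peak over basal fluorescence ratio within a 140 s kinetic read after compound addition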
M1 PAM – positive allosteric modulators of human M1 muscarinic receptor. AID 588819. CHO-K1 hM1, Fluo-8 calcium fluorescence, ACh EC20; 0% = ACh EC20, 100% = maximal ACh. activation, % at 3 µM. P11229. actives 0.088% (n = 360,000); in the data active = activation above about 19%, passing the limit was not always enough
CHO parental Ca – signal in parental CHO cells, OX1R antagonist counter-screen | actives 0.63% (n = 330,000) | AID 463079 | parental CHO-K1, ATP-induced calcium, Fluo-8 fluorescence | inhibition, % at 5.6 µM;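 active = inhibition above that plate's mean sample inhibition plus 3 SD, cut at about 26% in these data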;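 note: 0% = ATP-challenged DMSO wells and 100% = DMSO wells without ATP; some compounds past the cut are filed as inactive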
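material = parental CHO cells | also added = ATP as calcium-mobilizing challenge | dosing = single point at 5.6 µM | detection = intracellular calcium via Fluo-8 no-wash fluorescent dye | read-out = % inhibition | benchmarks = low control ATP plus DMSO, high control DMSO only | repeats = one well per compound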
The depositor's hits bear a star; . = no result given.

The opening ten records as a preview:
Compound,CHO-K1 Ca antag,CHRM1 antagonist,TAAR1 antag,TAAR1 agonist,CHO-K1 Ca PAM,CHO-K1 Ca ag,CHRM1 agonist,M1 PAM,CHO parental Ca
O=C(NC(=S)NC1CCSC1=O)c1ccccc1F (stereo not given),-13,-1,-7,0,19,0.7,-4,7,-8
O=C(COc1ccccc1)N1CCN(C(=O)c2cccc(F)c2)CC1,-9,-1,-10,1,8,0.8,-2,3,-10
CC(=O)N1c2ccc(S(=O)(=O)NCCC(=O)Nc3ccc(OC(F)(F)F)cc3)cc2CC1C (stereo not given),-2,12,-23,13,4,12,3,-3,-5
Cc1cccc(C)c1NC(=O)COC(=O)[C@@H]1CCCN1C(=O)c1cccs1,-8,-1,-35,2,-13,0.1,-2,-2,-8
O=C(NC(=S)Nc1ccccc1)c1cc([N+](=O)[O-])ccc1N1CCOCC1,-11,-8,-8,-1,25,1.1,-6,18,-16
C[C@H](NC(=O)c1[nH]cnc1C(=O)Nc1ccc(CNC(=O)OC(C)(C)C)cc1)C(=O)OC(C)(C)C,-12,18,45,15,31,3.2,0,-12,-39
COc1ccc(CCN2C(=S)N(c3ccccc3)C(=O)C2CC(=O)O)cc1OC (stereo not given),-18,-5,-15,1,1,0.6,-3,6,-8
Cc1ccccc1OCCC(=O)OCC(=O)c1c(N)n(CC(C)C)c(=O)n(C)c1=O,24*,38*,29,9,-12,15*,1,-15,46*
COc1cc(C(=O)NC(=S)Nc2ccc3ccccc3c2)cc(OC)c1OC,-2,11,8,2,-10,-0.1,-3,-6,.
CN(c1ccccc1)S(=O)(=O)CS(=O)(=O)N(C)c1ccccc1,-5,-11,-6,0,8,0.1,-2,5,.

Main list (from the top)
Compound,CHO-K1 Ca antag,CHRM1 antagonist,TAAR1 antag,TAAR1 agonist,CHO-K1 Ca PAM,CHO-K1 Ca ag,CHRM1 agonist,M1 PAM,CHO parental Ca
O=C(NC(=S)NC1CCSC1=O)c1ccccc1F (stereo not given),-13,-1,-7,0,19,0.7,-4,7,-8
O=C(COc1ccccc1)N1CCN(C(=O)c2cccc(F)c2)CC1,-9,-1,-10,1,8,0.8,-2,3,-10
CC(=O)N1c2ccc(S(=O)(=O)NCCC(=O)Nc3ccc(OC(F)(F)F)cc3)cc2CC1C (stereo not given),-2,12,-23,13,4,12,3,-3,-5
Cc1cccc(C)c1NC(=O)COC(=O)[C@@H]1CCCN1C(=O)c1cccs1,-8,-1,-35,2,-13,0.1,-2,-2,-8
O=C(NC(=S)Nc1ccccc1)c1cc([N+](=O)[O-])ccc1N1CCOCC1,-11,-8,-8,-1,25,1.1,-6,18,-16
C[C@H](NC(=O)c1[nH]cnc1C(=O)Nc1ccc(CNC(=O)OC(C)(C)C)cc1)C(=O)OC(C)(C)C,-12,18,45,15,31,3.2,0,-12,-39
COc1ccc(CCN2C(=S)N(c3ccccc3)C(=O)C2CC(=O)O)cc1OC (stereo not given),-18,-5,-15,1,1,0.6,-3,6,-8
Cc1ccccc1OCCC(=O)OCC(=O)c1c(N)n(CC(C)C)c(=O)n(C)c1=O,24*,38*,29,9,-12,15*,1,-15,46*
COc1cc(C(=O)NC(=S)Nc2ccc3ccccc3c2)cc(OC)c1OC,-2,11,8,2,-10,-0.1,-3,-6,.
CN(c1ccccc1)S(=O)(=O)CS(=O)(=O)N(C)c1ccccc1,-5,-11,-6,0,8,0.1,-2,5,.
COc1ccc(NS(=O)(=O)c2cccc(C(=O)NCC3(N(C)C)CCCCC3)c2)cc1,-2,-14,6,1,14,0.9,-4,14,-28
O=C(COC(=O)c1ccc[nH]c1=O)NCCc1ccc(F)cc1,-8,-6,3,1,18,1.0,-2,8,-6
Cc1cnc(C(=O)NCc2ccc(F)cc2)cn1,-1,3,-8,0,7,1.1,-4,0,-10
Cc1ccc(NC(=O)CSCC(=O)OC(C)C(=O)Nc2ccc(S(N)(=O)=O)cc2)c(C)c1 (stereo not given),2,-8,-15,5,11,-0.1,2,14,-2
CCCCC(=O)Nc1nn(C)c2nc3c(C)cccc3cc12,-5,-7,4,6,15,-0.1,-5,5,0
COc1ccccc1CCCNC(=O)C1CCC(=O)N(CCCN2CCCC2=O)C1 (stereo not given),-17,-9,-12,0,15,0.6,-4,2,-5
COc1c2c(c(OC)c3c1c(=O)c1ccccc1n3C)OCO2,1,12,23,7,-22,-0.7,-2,-8,.
COc1ccccc1NC(=S)N/N=C1\CC(C)(C)Oc2ccc(O)cc21,-11,-3,25,1,10,1.3,0,5,-25
COCCN(Cc1ccc(F)cc1)C(=O)c1cc2ccccc2oc1=O,-13,-7,9,2,24,1.3,-2,1,.
Cc1ccc2nc(/C(C#N)=C/c3ccc(O)c(O)c3)[nH]c2c1,13,-21,23,1,2,2.0,4,21,2
Cc1ccc(NC(=O)C/C(N)=N/OC(=O)c2ccccc2)cc1,-14,-13,-19,1,0,0.3,-8,6,-8
COC(=O)c1cn(CC(=O)N2C(C)CCCC2C)c2ccccc12 (stereo not given),-14,-2,-2,6,18,1.0,-3,11,-5
CC(=O)NC1=NN(c2ccccc2)C(=O)C1,-5,0,0,11,14,0.5,-3,5,-7
Nn1c(-c2ccccn2)nnc1-c1ccccn1,-14,-24,-7,2,11,0.5,-1,8,4
COc1ccc(Cl)cc1NC(=O)CN(C)C(=O)Cn1[nH]c(=O)c2ccccc2c1=O,-6,-9,-9,6,2,1.9,-6,7,-11
COc1cccc(-c2cc3c(-n4cccc4)ncnc3o2)c1,2,-10,30,6,17,1.4,-1,2,-20
CC(C)CCNC(=O)C1CCN(c2nc3ccccc3o2)CC1,-4,-4,-2,8,-2,0.2,-14,-1,-14
O=C1CN(C(=O)c2cc([N+](=O)[O-])ccc2Cl)C(c2ccccc2)c2cc(F)ccc2N1 (stereo not given),-21,-6,-7,2,31,1.8,-2,16,-14
O=C(NCC(c1ccco1)N1CCCC1)c1cc(=O)[nH]c2ccccc12 (stereo not given),-8,-3,3,0,12,1.3,-3,-3,6
Clc1ccccc1-c1nc2ccccc2c2nc3ccccc3n12,6,13,-10,2,10,4.3,-6,-3,-14
Cc1ccc(NC(=O)COC(=O)c2ccc3ncsc3c2)c(C)c1,8,-1,6,0,-1,0.0,-1,3,.
C=CCNc1oc(-c2cccc3ccccc23)nc1C#N,-7,9,21,5,13,0.0,-8,-1,-12
CC1Oc2ccccc2N(CC(=O)N2CCCCC2)C1=O (stereo not given),-10,-1,-3,0,25,0.5,-7,4,-11
CCOC(=O)C(C)(C)N(Cc1ccccc1C)S(=O)(=O)c1ccc(Cl)c([N+](=O)[O-])c1,-11,14,9,-1,22,0.1,-7,-9,-24
COc1ccc(NC(=O)CCNC(=O)Cn2ccc3ccccc3c2=O)cc1OC,-10,-10,.,.,7,-0.2,-3,1,-2
CCOc1ccc(-c2c(C(=O)N/N=C/c3ccc(C)s3)nnn2-c2nonc2N)cc1,-5,-6,.,.,18,0.8,2,9,-14
COC(=O)c1[nH]c2cc(OC)c(OC)cc2c1NC(=O)Oc1ccccc1,-18,-8,4,1,20,0.7,-3,7,-6
Cc1cc(C)c(C#N)c(SCc2ccccc2C(=O)O)n1,-5,-11,5,6,14,-0.1,-1,6,-7
CCOc1ccc(S(=O)(=O)NCc2ccco2)c2ccccc12,11,-1,7,0,-2,-0.8,-1,3,-11
COc1ccc(C)c2sc(=NC(=O)C(C)C)n(C)c12,6,-4,-24,1,2,1.5,-4,1,-6
Cc1cc(NC(=O)CSc2nc(-c3ccccc3)cs2)no1,1,17,14,10,-8,0.4,-4,-9,-21
COc1ccc(-c2cc(CCC(=O)N3CCN(c4cc(C)ccc4C)CC3)on2)cc1,-14,-1,12,-1,15,1.9,-4,0,-12
CC1(C(=O)NCc2cccc(Cl)c2)Cc2c(-c3ccc4c(c3)OCO4)ccnc2O1 (stereo not given),-11,-11,-24,-1,10,0.6,-7,2,.
Cn1c(=O)c(=O)n(C)c2cc(N3CCCCC3)c(NS(=O)(=O)c3ccc([N+](=O)[O-])cc3)cc21,-9,-12,3,1,18,0.3,-4,8,-5
Cc1ccc(/C=C2/Sc3ccc(C(=O)NCCN4CCOCC4)cc3NC2=O)cc1,-5,-10,10,0,3,3.5,-1,10,4
Cc1nc(SCc2nc3ccc([N+](=O)[O-])cc3[nH]2)c2oc3ccccc3c2n1,5,0,42,14,-17,-0.4,-1,14,-27
CCOC(=O)c1cc(C#N)c(N2CCNCC2)nc1C(F)(F)F,6,-2,-20,6,4,0.5,-2,0,-12
COc1cccc(NC(=O)C2CCN(S(=O)(=O)c3ccc4c(c3)CC(C)N4C(C)=O)CC2)c1 (stereo not given),-15,4,-6,13,3,9.2,0,-5,-8
CC(=O)c1c(C)oc2c1cc(O)c1ccccc12,8,-23,-14,2,-2,0.3,-1,20,-9
CCn1c(=O)c2ccccc2n(Cc2cccc([N+](=O)[O-])c2)c1=O,3,-6,-18,0,13,0.2,-6,13,-11
CC1Cc2cc(S(=O)(=O)CCC(=O)N3CCN(c4ccccc4)CC3)ccc2N1C(=O)C1CC1 (stereo not given),5,14,-10,4,-24,7.5,0,-6,-14
COc1ccc(-c2nnc3c4ccccc4c(C)nn23)cc1,1,-3,5,3,12,1.5,-7,10,-3
COc1cccc(-n2nc(C(=O)O)c3ccccc3c2=O)c1,-8,0,-29,1,6,-0.4,0,-1,-1
Clc1cccc2sc(N3CCCC3)nc12,-8,-4,11,1,12,-0.1,-3,6,0
CC1CCCN(C(=O)CCS(=O)(=O)c2cc3c(cc2Cl)NC(=O)CO3)C1 (stereo not given),-8,-8,1,2,14,1.0,-2,2,-2
CCc1nc(NC2CCCCC2)c(C#N)c2c1COC(C)(C)C2,-10,-27,-10,12,12,0.1,-3,6,-25
